Bim-Bcl-2 – human Bim-Bcl-2 interaction inhibition. P10415. Bead-based flow cytometry, Bim peptide-Bcl-2 binding. inhibition, % at 10 µM. actives 0.06% (n = 190,000). AID 950; in the data active = inhibition above about 40%; inconclusive = no clear call, values can overlap the other calls;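 also: 0% = no compound wells with probe peptide and 100% = reference peptide inhibitor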
Rab2A wt mod – changes GTP binding to wildtype dog Rab2A, up or down; GST-Rab2 wt beads, Bodipy-GTP binding, flow cytometry; actives 0.19% (n = 190,000); P61105; GTP binding activity, % at 10 µM; AID 760;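 active = GTP binding activity at least 20 points away from 100%, either lowered or raised; inconclusive = signal likely due to the compound's own green fluorescence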;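 also: 0% = beads with excess unlabeled GTP and 100% = no-compound control corrected for plate trend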
HRas wt GTP bind – modulators of GTP binding to human HRas wildtype; GTP binding activity, % at 10 µM; actives 0.14% (n = 190,000); AID 759; P01112; GST-Ras wt beads, Bodipy-FL-GTP binding, flow cytometry; actives lie on both sides;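 active = GTP binding activity at least 20% away from the 100% baseline, either lowered as inhibitor or raised as activator; inconclusive = flagged as likely green fluorescent, judged across all proteins in the well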;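 also: 0% = unlabeled GTP competition control and 100% = no-compound control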
Target sequence (P01112 whole entry, looked up): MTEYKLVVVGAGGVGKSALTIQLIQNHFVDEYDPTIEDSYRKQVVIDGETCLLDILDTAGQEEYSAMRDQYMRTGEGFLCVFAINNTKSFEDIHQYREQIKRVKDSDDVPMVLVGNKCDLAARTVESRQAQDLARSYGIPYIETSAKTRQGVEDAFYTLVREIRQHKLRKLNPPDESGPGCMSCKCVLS
Rac1 wt GTP bind – modulators of human Rac1 wildtype GTP binding. P63000. GST-Rac1 beads, fluorescent GTP binding, flow cytometry; actives lie on both sides; 0 = cold GTP competed, 100 = untreated. actives 0.27% (n = 190,000). GTP binding activity (% of control), % at 10 µM. AID 757;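 active = GTP binding activity at least 20 points away from the 100% control level, either lower or higher; inconclusive = compound flagged as likely green fluorescent, judged across all proteins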
Rac1 mut GTP – alters GTP binding to activated mutant human Rac1; percent activity (GTP binding), % at 10 µM; P63000; actives 0.11% (n = 190,000); GST-Rac1 activated beads, fluorescent GTP binding, flow cytometry; actives lie on both sides; 100% means binding = to untreated wells; AID 764;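 active = GTP binding at least 20 percentage points away from the 100% baseline, in either direction, so actives lie on both sides; inconclusive = Compound likely fluorescent itself, or too few beads counted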
Bfl-1 Bim block – inhibitors of Bim-Bfl-1 interaction, human | inhibition, % at 10 µM | Bead-based flow cytometry, Bim-Bfl-1 binding inhibition | AID 1008 | actives 0.12% (n = 190,000) | Q16548;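 also: 0% = wells without compound plus tracer and 100% = blocker peptide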
Bcl-XL Bim block – human Bim-Bcl-XL interaction inhibition; Bim peptide-Bcl-XL binding, bead flow cytometry, fluorescence; Q07817; actives 0.04% (n = 190,000); inhibition, % at 10 µM; AID 1007
Target sequence (Q07817 whole entry, looked up): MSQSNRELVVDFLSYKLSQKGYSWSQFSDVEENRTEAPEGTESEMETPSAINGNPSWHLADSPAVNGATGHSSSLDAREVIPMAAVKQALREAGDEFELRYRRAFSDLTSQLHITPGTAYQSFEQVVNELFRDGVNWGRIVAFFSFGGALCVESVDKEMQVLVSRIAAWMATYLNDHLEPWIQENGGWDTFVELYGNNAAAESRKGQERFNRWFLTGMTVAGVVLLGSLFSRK
Bim-Bcl-W – human Bim-Bcl-W interaction inhibition | bead-based flow cytometry, Bim peptide-Bcl-W binding | inhibition, % at 10 µM | actives 0.02% (n = 190,000) | AID 952;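 also: 0% = bound tracer without compound and 100% = peptide blocker; higher means less fluorescent Bim peptide bound to Bcl-W beads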
Target sequence (Q92843 whole entry, looked up): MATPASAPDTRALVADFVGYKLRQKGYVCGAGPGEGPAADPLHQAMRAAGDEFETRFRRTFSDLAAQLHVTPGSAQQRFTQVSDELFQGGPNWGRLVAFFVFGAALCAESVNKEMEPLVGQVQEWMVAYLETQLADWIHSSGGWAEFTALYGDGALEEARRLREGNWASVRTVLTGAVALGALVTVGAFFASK
Bim-Bcl-B – human Bim-Bcl-B interaction inhibition; Q9HD36; bead-based flow cytometry, Bim peptide-Bcl-B binding; inhibition, % at 10 µM; actives 0.073% (n = 190,000); AID 951;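 also: 0% = tracer peptide without compound and 100% = reference inhibitor peptide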
Cdc42 wt GTP – modulators (inhibitors or activators) of GTP binding to human Cdc42 wildtype. P60953. actives 0.2% (n = 190,000). percent activity (GTP binding), % at 10 µM. GST-Cdc42 beads, Bodipy-GTP binding, flow cytometry; actives lie on both sides. AID 761;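 active = percent activity GTP binding at least 20 points away from the 100% baseline, either down as inhibitor or up as activator; inconclusive = compound flagged as likely green fluorescent from well-wide comparison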;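 also: median bead fluorescence of bound Bodipy-FL-GTP at 100 nM; 0% = excess unlabeled GTP control and 100% = no compound control; below 100% means less GTP binding so inhibitor and above means activator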
Target sequence (P60953 whole entry, looked up): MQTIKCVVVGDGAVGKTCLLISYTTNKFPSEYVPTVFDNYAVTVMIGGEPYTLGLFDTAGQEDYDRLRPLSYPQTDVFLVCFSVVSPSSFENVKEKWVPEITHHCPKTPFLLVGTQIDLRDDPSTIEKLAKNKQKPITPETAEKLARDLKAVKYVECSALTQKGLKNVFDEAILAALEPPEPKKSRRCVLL
Rab7 wt modul – alters GTP binding to wildtype dog Rab7; GTP binding activity (percent of control), % at 10 µM; GST-Rab7 beads, fluorescent GTP binding, flow cytometry; actives lie on both sides; untreated = 100%, excess cold GTP = 0%; actives 0.055% (n = 190,000);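 active = fluorescent GTP binding to Rab7 beads changed by at least 20 points from the 100% baseline, either direction, mostly lower; inconclusive = compound itself probably fluorescent, or too few beads counted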;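 also: median green fluorescence of bound Bodipy-FL-GTP per Rab7 bead population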
* marks the source's active call; other numbers are inactive results; ? = inconclusive. Rule as the data show it, unless noted: active = inhibition above about 40%.

SMILES	Bim-Bcl-2	Rab2A wt mod	HRas wt GTP bind	Rac1 wt GTP bind	Rac1 mut GTP	Bfl-1 Bim block	Bcl-XL Bim block	Bim-Bcl-W	Bim-Bcl-B	Cdc42 wt GTP	Rab7 wt modul
CC(C)(C)NC(=O)C(=O)NNC(=O)c1cccc(Br)c1	-1	98	100	101	98	-2	-3	-3	-10	101	98
CCOc1ccc(S(=O)(=O)NC(C)(C)C)cc1-c1nc2c(C(C)(C)C)nn(C)c2c(=O)[nH]1	-4	98	99	99	98	-1	1	-1	-2	100	100
CC12C=CC3(O1)C(C(=O)N(c1cccnc1)C3C(=O)NC1CCCCC1)C2C(=O)Nc1ccccc1 (stereo not given)	2	90	89	83	90	3	3	2	4	88	96
CSc1nc(O)c(C(c2cccc([N+](=O)[O-])c2)c2c(O)nc(SC)[nH]c2=O)c(=O)[nH]1	0	95	94	92	90	-4	-2	0	-3	88	100
CCOc1ccc(-c2cn3ccccc3n2)cc1	-1	95	94	94	93	4	-2	-6	3	93	99
CCOc1ccccc1N=c1oc2cc(O)ccc2cc1C(=O)NCC1CCCO1 (stereo not given)	-6	105	105	110	101	-9	-2	0	-1	103	106
Cc1cc(C)c(NC(=O)c2sc3nc(C)[nH]c(=O)c3c2C)c(C)c1	-7	97	98	100	98	-4	-2	-1	-2	96	103
O=C(CC1(O)C(=O)Nc2cc(Cl)cc(Cl)c21)c1ccncc1 (stereo not given)	-11	102	102	104	101	-11	6	2	-7	102	103
O=C(O)c1cccc(C(=O)Nc2cccc(NC(=O)C3CCCO3)c2)c1 (stereo not given)	-1	97	96	99	98	1	1	1	2	99	99
Nc1nc(SCC(=O)N2CCCc3ccccc32)n(-c2ccccc2)n1	-4	102	103	106	98	-7	0	1	-7	101	104
CCOC(=O)C1=C(C)NC(C)=C(C(=O)OCC)C1C(=O)OCC(=O)N1CCC(C)CC1	-12	98	99	102	103	-10	-5	1	-6	101	97
O=C(Nc1ccc2c(c1)OCCO2)c1cc(-c2ccccc2)nc2ccccc12	-3	100	99	102	100	-3	-5	-1	-2	101	100
COc1ccc(Cl)cc1/C=C(\C#N)C(N)=O	-2	95	91	96	95	-2	0	-2	0	95	94
COc1cccc(-n2c(COc3ccc(C)cc3)nnc2SCC(=O)O)c1	-5	101	101	108	100	-8	0	0	-7	105	99
O=C(CN(CC1CCCO1)C(=O)CNS(=O)(=O)c1ccccc1)NCc1ccccc1 (stereo not given)	-8	97	99	97	95	-11	-1	1	-6	95	97
O=S(=O)(c1cccc(-c2nnc(SCc3nc4ccccc4s3)o2)c1)N1CCOCC1	-7	106	104	107	102	-1	-7	-3	-8	102	106
Cn1c(=O)[nH]c(=O)c2c1nc(N1CCN(Cc3ccccc3)CC1)n2CCCc1ccccc1	0	101	101	100	100	2	0	-1	0	102	102
COc1ccc(C)cc1S(=O)(=O)Nc1ccc(F)c(Cl)c1	-8	99	98	104	96	-20	-5	-1	-8	100	99
O=C(c1ccco1)N1CCN(c2ncnc3c2cnn3-c2ccccc2)CC1	0	98	99	103	101	-2	0	3	3	102	102
O=C(CNc1ccc2ccccc2c1)N/N=C/c1ccc(OC(=O)/C=C/c2ccco2)cc1	0	100	101	102	97	4	-3	2	-2	100	100
NC(=O)/C(=N\O)c1ccccc1	2	?	?	?	?	-2	1	0	2	?	?
Cc1onc(-c2ccccc2Cl)c1C(=O)N1C=CC(C(F)(F)F)=NCC1	-7	99	101	103	98	-12	-5	-1	-5	99	101
Cc1cc(C(=O)COc2ccc3ccc(=O)oc3c2)c(C)n1C	-4	97	97	99	97	-4	-1	-1	0	96	103
CC(Sc1ncc(C(F)(F)F)cc1Cl)C(=O)NCC1CCCO1 (stereo not given)	-5	99	99	99	96	-5	-4	-1	-2	99	96

Single values from the entries so far:
Result for COc1ccc(Cl)cc1/C=C(\C#N)C(N)=O in Bfl-1 Bim block: -2
Result for Cn1c(=O)[nH]c(=O)c2c1nc(N1CCN(Cc3ccccc3)CC1)n2CCCc1ccccc1 in Bcl-XL Bim block: 0
Result for O=S(=O)(c1cccc(-c2nnc(SCc3nc4ccccc4s3)o2)c1)N1CCOCC1 in Bim-Bcl-W: -3
Result for O=C(CNc1ccc2ccccc2c1)N/N=C/c1ccc(OC(=O)/C=C/c2ccco2)cc1 in Bim-Bcl-W: 2
Result for COc1cccc(-n2c(COc3ccc(C)cc3)nnc2SCC(=O)O)c1 in Rab2A wt mod: 101
Result for Cc1onc(-c2ccccc2Cl)c1C(=O)N1C=CC(C(F)(F)F)=NCC1 in Rac1 mut GTP: 98
Result for COc1ccc(C)cc1S(=O)(=O)Nc1ccc(F)c(Cl)c1 in HRas wt GTP bind: 98

More structures.
SMILES	Bim-Bcl-2	Rab2A wt mod	HRas wt GTP bind	Rac1 wt GTP bind	Rac1 mut GTP	Bfl-1 Bim block	Bcl-XL Bim block	Bim-Bcl-W	Bim-Bcl-B	Cdc42 wt GTP	Rab7 wt modul
CC(NC(=O)CC1Sc2ccccc2NC1=O)c1ccccc1 (stereo not given)	-2	98	97	102	96	-6	-2	-2	-3	96	95
COCCNCCOc1ccccc1-c1ccccc1	-9	100	97	102	102	-12	-6	3	-8	103	97
COC(=O)c1nnn(-c2ccc(F)c(Cl)c2)c1C(=O)OC	-1	99	98	97	97	-5	-3	-3	-6	97	102
CC(/C=C/c1ccccc1)=N/NC(=O)C(O)c1ccccc1 (stereo not given)	-18	102	102	105	103	0	-10	-2	-22	103	99
CCc1ncc(C(=O)c2ccc(OC)cc2)n1C	-1	101	103	107	101	0	-3	0	0	103	104
CC(C)(Cc1nc2ccccc2[nH]1)C(=O)O	-7	101	100	107	101	-9	-5	3	-4	104	98
CCN(C(=O)COc1ncnc2scc(-c3ccc(F)cc3)c12)C1CCS(=O)(=O)C1 (stereo not given)	-6	98	98	97	94	-12	-14	-1	-9	100	97
CC(Cc1cccs1)NC(=O)NC1CCCCC1 (stereo not given)	-2	103	103	100	101	0	0	-2	-1	105	99
CCOC(=O)N1CCN(C(=O)c2cn(CC)c3ccc(S(=O)(=O)N4CC(C)CC(C)C4)cc3c2=O)CC1 (stereo not given)	-3	95	99	94	93	-4	-4	0	-3	91	103
CN(CC(=O)N1CCc2ccccc21)S(=O)(=O)c1ccc(Br)s1	3	98	102	98	96	1	-1	-1	-1	100	100
O=c1[nH]c2ccsc2c(=O)n1-c1ccc(F)c(Cl)c1	-5	95	95	99	97	-6	-6	-5	-7	95	95
CCOC(=O)N1CCN(C(=O)COc2ccccc2Cl)CC1	-11	98	100	102	99	-8	-7	-8	-5	99	102
C=CCn1c(SCc2csc(C)n2)nc2sc3c(c2c1=O)CCCC3	-11	91	95	96	94	-17	-9	-1	-12	96	92
CCOc1cccc(C2C(C#N)=C(N)Oc3cc(C)oc(=O)c32)c1OCC (stereo not given)	2	98	99	99	97	-3	-5	3	-1	102	96
CNC(=S)N/N=C(\C)c1ccc(Cl)s1	-6	97	97	98	98	-1	-5	-4	-9	97	95
Cc1nnc(SCC(=O)N2CCN(c3ccccc3)CC2)n(N)c1=O	0	99	98	97	96	-6	-3	-2	-1	97	107
CCCn1nnnc1SCC(=O)NCc1ccc(OC)cc1	1	95	95	93	93	-3	-12	-2	-1	94	93
CN(Cc1ccccc1)S(=O)(=O)c1cccc(C(=O)O)c1	2	96	95	97	93	0	-2	0	-2	94	97
CC(C)C(=O)Nc1cccc(-c2cnc3ccccc3n2)c1	-8	101	99	98	97	-19	-7	-1	-10	99	99
CCc1ccc(NC(=O)N(C2CCC(C)CC2)C2CCN(C(C)=O)CC2)cc1 (stereo not given)	-5	100	100	104	99	-18	-10	0	-9	103	98
COC(=O)c1[nH]c2cccc(OC)c2c1NC(=O)CCN1CCC(C)CC1	-7	99	99	106	101	-22	-6	0	-9	102	96
Cc1ccccc1OCC(=O)NNC(=O)CCc1ccccc1	-3	100	99	103	98	-6	-1	-2	-3	103	97
CCOC(=O)/C(C#N)=C/c1ccc(SC)cc1	-3	101	95	99	94	-5	-2	-1	-4	95	97
O=C(COC(=O)c1cc2c(s1)CCCC2)Nc1ccc(Cl)cn1	-4	100	99	104	100	-3	-1	-4	-1	102	98

An excerpt of these results, with values ahead of the structure:
Bim-Bcl-2 | Rab2A wt mod | HRas wt GTP bind | Rac1 wt GTP bind | Rac1 mut GTP | Bfl-1 Bim block | Bcl-XL Bim block | Bim-Bcl-W | Bim-Bcl-B | Cdc42 wt GTP | Rab7 wt modul | mol
-3 | 100 | 99 | 103 | 98 | -6 | -1 | -2 | -3 | 103 | 97 | Cc1ccccc1OCC(=O)NNC(=O)CCc1ccccc1
-3 | 101 | 95 | 99 | 94 | -5 | -2 | -1 | -4 | 95 | 97 | CCOC(=O)/C(C#N)=C/c1ccc(SC)cc1
-7 | 99 | 99 | 106 | 101 | -22 | -6 | 0 | -9 | 102 | 96 | COC(=O)c1[nH]c2cccc(OC)c2c1NC(=O)CCN1CCC(C)CC1
-5 | 100 | 100 | 104 | 99 | -18 | -10 | 0 | -9 | 103 | 98 | CCc1ccc(NC(=O)N(C2CCC(C)CC2)C2CCN(C(C)=O)CC2)cc1 (stereo not given)

The listing continues:
SMILES	Bim-Bcl-2	Rab2A wt mod	HRas wt GTP bind	Rac1 wt GTP bind	Rac1 mut GTP	Bfl-1 Bim block	Bcl-XL Bim block	Bim-Bcl-W	Bim-Bcl-B	Cdc42 wt GTP	Rab7 wt modul
CCOC(=O)C1CCN(Cc2cc(C(C)C)c(O)c(C(C)C)c2)CC1	1	95	97	99	95	-4	0	1	-3	99	101
Cc1ccc(NC(=O)CCC(=O)NNC(=O)C(c2ccccc2)c2ccccc2)c(C)c1	1	97	99	96	94	-1	-1	1	2	98	98
O=C(CNC(=O)c1ccccc1)OC(C(=O)c1ccccc1)c1ccccc1 (stereo not given)	-9	95	98	97	97	-6	-7	-3	-6	99	98
Cc1nc2nc(SCC(=O)O)nn2c(C)c1Cc1ccccc1Cl	-2	78*	84	90	81	-3	-2	-4	-10	82	83
COc1ccc(OC(C)C(=O)Nc2cccnc2)cc1 (stereo not given)	-6	98	100	101	97	-9	2	2	-9	99	98
Cc1nc2ccc(NC(=O)c3ccc(Cl)s3)cc2s1	-7	102	101	109	101	-8	-2	0	-9	104	100

Screens (PubChem)
